Bioassay records deposited in PubChem BioAssay by National Center for Advancing Translational Sciences (NCATS).
ASM inhibitor = human S-ASM enzyme inhibition; P17405; placental ASM, HMU-PC fluorogenic substrate, 60 min; Potency, µM (highest dose often 57.5 µM), inactives show at the highest dose activity change, negative = inhibition, hits mostly inhibitors; actives 0.006% (n = 340,000); AID 504937; also: potency is read from the fitted curve at half-maximal effect
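Fluorescence read-out (Ex 386 nm, Em 447 nm) after stopping the reaction at pH 10. Enzyme: ASM from human placenta; substrate HMU-PC0, 9 uM final; 60 min, 37 °C. Compound preincubation 10 min, ambient temperature.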
TCR act = activators of T cell receptors; 330,000 tested, under 10 active; primary human leukocytes, anti-CD3, IL-2 HTRF, 48 h; AID 504894; Potency, µM (series often up to 9.22 µM), for inactives: at the top dose activation of IL-2 secretion, most hits filed as activators; also: % of control where 0% means no effect
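Compounds are tested in HTS on primary human leukocytes co-incubated with a-CD3 beads for 48 hr. IL-2 output is measured by time-resolved FRET.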
TSHR antag = antagonists of human thyroid stimulating hormone receptor; P16473; TSHR-expressing cells, TSH-stimulated cAMP HTRF, 2 h; active compounds read low; activity change, negative = inhibition, % at 11.5 µM; actives 0.2% (n = 330,000); AID 504810;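 active = activity change below a set negative limit, meaning inhibition stronger than a set level, cut at about -70% in these data; inconclusive = activity change between two set negative limits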; also: % is scaled to controls: 0 for no effect and ±100 for the full control effect
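TSHR-expressing cells were treated with compounds, then stimulated with TSH at EC80 (4nM final) for 2 hours at 37 deg C. Cellular cAMP was measured by HTRF competition between lysate cAMP and cAMP-d2 for a cryptate-labelled anti-cAMP antibody.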
CXXC DNA block = MLL CXXC-DNA interaction inhibition | Q03164 | MLL-CXXC / FITC-HOXA9 DNA fluorescence polarization | Potency, µM (top dose mostly 115 µM), inactives show at the highest dose activity change, negative = inhibition, usual class: inhibitors | actives 0.037% (n = 290,000) | AID 2662; active = well fitted inhibition curve with a large enough effect in the polarisation, with a control signal flat, not every such curve was filed as active; inconclusive = small, poorly fitted or top-dose-only effect, or effect the other way, or a change in a side signal; inactive = no such curve, though single readings can be large or run the other way; the % refers to the polarisation; also: potency is read from the fitted curve at half-maximal effect
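Steps: dispense CXXC domain solution (7 uM) → pin compounds or unlabeled HOX-A9 DNA control → 5 min ambient → add FLSN-HOX-A9 solution (50 nM) → spin → 30 min ambient → fluorescence polarization. Tris pH 7.5/NaCl/DTT/BSA buffer.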
Menin MLL FP TR = displaces Texas Red mutant MLL peptide from human menin; O00255; Menin + Texas Red MLL mutant peptide, fluorescence polarization; Potency, µM (series often up to 61.6 µM), inactives show at the highest dose FP activity change, negative = inhibition, hits mostly inhibitors; actives 0.23% (n = 270,000); AID 1768; active = well fitted inhibition curve with a large enough effect in the polarisation, with a control signal flat, not every such curve was filed as active; inconclusive = small, poorly fitted or top-dose-only effect, or effect the other way, or a change in a side signal; inactive = no such curve, though single readings can be large or run the other way; the % refers to the polarisation; also: potency is read from the fitted curve at half-maximal effect; % of control where 0% means no effect; many of its hits are not listed in these tables
Target sequence (O00255 whole entry, looked up): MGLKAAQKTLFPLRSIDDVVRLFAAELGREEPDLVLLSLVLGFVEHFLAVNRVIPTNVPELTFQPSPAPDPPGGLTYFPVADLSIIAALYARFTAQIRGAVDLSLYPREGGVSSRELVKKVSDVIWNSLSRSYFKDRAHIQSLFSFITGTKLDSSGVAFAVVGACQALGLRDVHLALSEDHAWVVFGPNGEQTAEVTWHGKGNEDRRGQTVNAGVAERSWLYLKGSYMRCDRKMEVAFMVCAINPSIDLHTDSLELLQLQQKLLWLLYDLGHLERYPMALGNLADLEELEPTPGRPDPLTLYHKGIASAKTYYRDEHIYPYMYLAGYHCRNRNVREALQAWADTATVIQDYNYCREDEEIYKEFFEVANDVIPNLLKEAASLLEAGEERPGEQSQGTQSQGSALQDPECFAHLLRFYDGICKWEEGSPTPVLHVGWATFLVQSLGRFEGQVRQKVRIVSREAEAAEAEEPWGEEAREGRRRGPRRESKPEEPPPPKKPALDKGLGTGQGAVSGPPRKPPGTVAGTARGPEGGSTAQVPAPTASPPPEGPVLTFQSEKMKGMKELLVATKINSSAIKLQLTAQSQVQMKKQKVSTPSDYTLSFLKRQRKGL
PTAP TSG101 blk = blocks PTAP/TSG101 interaction to inhibit HIV-1 budding; Q99816; Fluorescence polarization, FITC-PTAP peptide / Tsg101 binding; Potency, µM (titrated, usually from 115 µM), inactives show at the top dose activity change, negative = inhibition, usual class: inhibitors; 340,000 tested, under 10 active; AID 493005; active = well fitted inhibition curve with a large enough effect in the main read-out, with a control signal flat, not every such curve was filed as active; inconclusive = small, poorly fitted or top-dose-only effect, or effect the other way, or a change in a side signal; inactive = no such curve, though single readings can be large or run the other way; also: potency is read from the fitted curve at half-maximal effect; % of control where 0% means no effect
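Fluorescence anisotropy tracks displacement of a FITC-tagged PTAP peptide (50 nM) from the Tsg101 binding domain (10 uM), following a 20 min room-temperature incubation at pH 7.5.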
Integrin act MD = activates integrin-mediated alleviation for muscular dystrophy. actives 0.064% (n = 350,000). Potency, µM (top dose mostly 38.3 µM), without a hit: at the highest dose activation, most hits filed as activators. alpha7betagal myoblasts, beta-gal FDG fluorescence, 48 h. AID 624291;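 also: potency is read from the fitted curve at half-maximal effect; 100% = response of the positive control SU9516; nearly all actives have a fitted effect of over 60% in size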
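Alpha7betagal+/- myoblasts (passage 13) were plated 16-24 hr, then exposed to compounds (1:260 dilution of DMSO stock) for 48 hours at 37C. After MPER lysis, β-galactosidase reporter activity was read as FDG fluorescence (ex 480/em 540) after 30 minutes.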
MBNL1-CUG inh = MBNL1-poly(CUG) RNA binding inhibition; Q9NR56; TR-FRET MBNL1-His/biotin-(CUG)12 binding, 665/545 ratio; Potency, µM (highest dose often 57.5 µM), without a hit: top-dose activity change, negative = inhibition, hits mostly inhibitors; actives 0.036% (n = 280,000); AID 2675; active = well fitted inhibition curve with a large enough effect in the signal ratio, with a control signal flat, not every such curve was filed as active; inconclusive = small, poorly fitted or top-dose-only effect, or effect the other way, or a change in a side signal; inactive = no such curve, though single readings can be large or run the other way; the % refers to the signal ratio; also: potency is read from the fitted curve at half-maximal effect; % is scaled to controls: 0 for no effect and ±100 for the full control effect
Target sequence (Q9NR56 whole entry, looked up): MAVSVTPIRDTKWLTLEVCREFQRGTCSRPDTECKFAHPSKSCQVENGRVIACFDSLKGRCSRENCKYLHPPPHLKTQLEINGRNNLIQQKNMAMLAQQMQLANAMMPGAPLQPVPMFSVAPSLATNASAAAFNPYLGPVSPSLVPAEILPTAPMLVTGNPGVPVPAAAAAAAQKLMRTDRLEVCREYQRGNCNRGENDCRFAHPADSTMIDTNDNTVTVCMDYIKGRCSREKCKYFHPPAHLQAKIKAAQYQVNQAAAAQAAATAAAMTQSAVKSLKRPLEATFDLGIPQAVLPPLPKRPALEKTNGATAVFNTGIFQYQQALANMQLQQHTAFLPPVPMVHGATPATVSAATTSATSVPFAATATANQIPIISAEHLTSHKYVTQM
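TR-FRET between His-tagged MBNL1 and biotin-(CUG)12 RNA, detected with Tb anti-His antibody (0.055 ng/ul) and streptavidin-XL665 (5 nM), 60 min at room temperature. Compounds titrated 92 nM to 58 uM; 665/545 nm ratio normalized to buffer and complex controls.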
Mito fusion yeast = mitochondrial division inhibition or fusion activation | S. cerevisiae fusion-defective mutant growth rescue, CellTiterGlo 48 h | Potency, µM (doses to about 46.1 µM), for inactives: at the highest dose growth rescue (activation), actives largely listed as activators | actives 0.23% (n = 320,000);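 also: potency is read from the fitted curve at half-maximal effect; % of control where 0% means no effect; nearly all actives have a fitted effect of over 45% in size; temperature-sensitive fusion mutants such as fzo1-1 at 37 °C on non-fermentable ethanol glycerol medium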
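Compounds are tested for their ability to restore growth of mitochondrial fusion-defective yeast strains at non-permissive 37C in YPEG medium over 48 hours. Viability is quantified by luciferase luminescence.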
A-T KAP1 phos = candidate therapy for ataxia-telangiectasia; […] A-T fibroblasts, KAP-1 phosphorylation AlphaLISA; neocarzinostatin DNA damage 30 min before lysis; Potency, µM (top dose mostly 57.5 µM), for the others: at the top dose activation, hits mostly activators; actives 0.19% (n = 320,000); AID 485349; also: potency is read from the fitted curve at half-maximal effect; % of control where 0% means no effect; nearly all actives have a fitted effect of over 45% in size
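ATM-like activity read as KAP-1 phosphorylation via AlphaLISA donor/acceptor antibody pairs after lysis and 6 hr at 25C. Cells were ATM-null patient fibroblasts ([…], hTERT), dosed 60 min, then exposed to the DSB inducer NCS for 30 min.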
* marks the source's active call; other numbers are inactive results; [ ] = another dose, or the depositor's remark. Unless noted, calls follow the shape of the dose curve; as a rule, active = well fitted curve in the direction sought with a large enough effect; inconclusive = small, poorly fitted or top-dose-only effect, or another doubt; inactive = no such curve, though single readings can be large; an effect the other way counts as inactive or inconclusive.

`CC(=O)Nc1ccc(S(=O)(=O)Oc2cccc(N3C(=O)C4CCCCC4C3=O)c2)cc1` (stereo not drawn) gave ASM inhibitor 0%, TCR act -22%, TSHR antag -11, CXXC DNA block -2%, Menin MLL FP TR 20%, PTAP TSG101 blk -8%, Integrin act MD -17%, MBNL1-CUG inh -9%, Mito fusion yeast 0% and A-T KAP1 phos -2%.
Cc1ccc(-c2nn3c(C)nnc3c3ccccc23)cc1S(=O)(=O)NC(C)c1ccccc1 (stereo not drawn) was read as ASM inhibitor -22%, TCR act -7%, TSHR antag -26, CXXC DNA block -6%, Menin MLL FP TR 0%, PTAP TSG101 blk 2%, Integrin act MD 23%, MBNL1-CUG inh -8%, Mito fusion yeast -2% and A-T KAP1 phos 1%.
Cc1nc2ccc(NC(=O)N(C(C)C)C(C)C)cc2s1 was read as ASM inhibitor 6%, TCR act 3%, TSHR antag 0, CXXC DNA block -11%, Menin MLL FP TR 5%, PTAP TSG101 blk -6%, Integrin act MD 4%, MBNL1-CUG inh -13%, Mito fusion yeast -2% and A-T KAP1 phos -2%.
Screening CC1(C)N=C(N)NC(Nc2cccc(Br)c2)=N1 returned ASM inhibitor -1%, TCR act 9%, TSHR antag -3, CXXC DNA block 1%, Menin MLL FP TR -9%, PTAP TSG101 blk -6%, Integrin act MD -11%, MBNL1-CUG inh -24% and Mito fusion yeast -2%.
For Cc1ccc(NC(=O)CNC(=O)c2cccc(C)c2)nc1 the results were ASM inhibitor -2%, TCR act 1%, TSHR antag 5, PTAP TSG101 blk -6%, Integrin act MD 9% and Mito fusion yeast -5%.
COC(=O)c1ccccc1NC(=O)C/C(C)=N/NC(=O)CC#N was read as ASM inhibitor 9%, TCR act -1%, TSHR antag 10, CXXC DNA block 0%, Menin MLL FP TR -24%, PTAP TSG101 blk -8%, Integrin act MD 5%, MBNL1-CUG inh inconclusive, Mito fusion yeast 12% and A-T KAP1 phos 5%.
`c1ccc(Oc2cccc(OCCCn3cncn3)c2)cc1` gave ASM inhibitor 2%, TCR act -2%, TSHR antag -1, CXXC DNA block -1%, Menin MLL FP TR -16%, PTAP TSG101 blk -2%, Integrin act MD -17%, MBNL1-CUG inh -3%, Mito fusion yeast 0% and A-T KAP1 phos -3%.
`CCOC(=O)N1CCC(NCCNC(=O)c2cccc(F)c2)CC1` gave ASM inhibitor 8%, TCR act -5%, TSHR antag 15, Integrin act MD 1%, Mito fusion yeast -2% and A-T KAP1 phos 2%.
Screening Cc1cc(Cl)ccc1C(=O)C1CCCN(C(=O)c2cccnc2C)C1 (stereo not drawn) returned ASM inhibitor 0%, TCR act 3%, TSHR antag 13, CXXC DNA block -7%, Menin MLL FP TR -15%, PTAP TSG101 blk 3%, Integrin act MD 29%, MBNL1-CUG inh -8%, Mito fusion yeast -3% and A-T KAP1 phos 3%.
For Cc1cccc(-c2cc(C(=O)N/N=C/c3cccnc3)c3ccccc3n2)c1 the results were ASM inhibitor -10%, TCR act -8%, PTAP TSG101 blk -11% and Integrin act MD 6%.
CCN1CCc2c(C#N)c(N3CCCCC3)nc(NCc3ccccc3)c2C1 was read as ASM inhibitor 176%[activator], TCR act -1%, CXXC DNA block 6%, Menin MLL FP TR -27%, PTAP TSG101 blk -3%, Integrin act MD -69%[inhibitor], MBNL1-CUG inh 18% and Mito fusion yeast -27%.
For Cc1ccc(NC(=O)c2ccc([N+](=O)[O-])o2)cc1C the results were ASM inhibitor 1%, TCR act 4%, TSHR antag -18, CXXC DNA block 22%, Menin MLL FP TR 8%, PTAP TSG101 blk 0%, Integrin act MD -53%[inhibitor], MBNL1-CUG inh inconclusive, Mito fusion yeast -3% and A-T KAP1 phos 3%.
Screening CC1(C)C(c2ccccc2)=NC(c2ccc(F)cc2)N1O (stereo not drawn) returned ASM inhibitor 18%, TCR act 6%, TSHR antag -6, CXXC DNA block 5%, Menin MLL FP TR -9%, PTAP TSG101 blk -5%, Integrin act MD 1%, MBNL1-CUG inh 3%, Mito fusion yeast 2% and A-T KAP1 phos -2%.
For CS(=O)(=O)N1CCC(C(=O)Nc2cc(Cl)c(Cl)cc2Cl)CC1 the results were ASM inhibitor -1%, TCR act 14%, TSHR antag 2, CXXC DNA block 1%, Menin MLL FP TR -12%, PTAP TSG101 blk 0%, Integrin act MD -12%, MBNL1-CUG inh -7%, Mito fusion yeast -1% and A-T KAP1 phos -16%.
`CC(C)(C)c1ccccc1NC(=O)CN1C(=O)NC2(CCCC2)C1=O` gave ASM inhibitor 5%, TCR act 1%, TSHR antag -4, CXXC DNA block 8%, Menin MLL FP TR -1%, PTAP TSG101 blk -1%, Integrin act MD 14%, MBNL1-CUG inh -1%, Mito fusion yeast 0% and A-T KAP1 phos 3%.
CCOc1cc(/C=C2\COc3ccccc3C2=O)cc(Br)c1OCC(=O)N(C)C was read as ASM inhibitor -14%, TCR act 0%, TSHR antag -37, CXXC DNA block 46%[activator], Menin MLL FP TR -23%, PTAP TSG101 blk -1%, Integrin act MD -82%[inhibitor], MBNL1-CUG inh -3%, Mito fusion yeast -56%[inhibitor] and A-T KAP1 phos 28%.
`O=C(C1CCC(CNS(=O)(=O)c2cccc3cccnc23)CC1)N1CCc2ccccc21` (stereo not drawn) gave ASM inhibitor -18%, TCR act 6%, TSHR antag 8, CXXC DNA block 28%, Menin MLL FP TR -3%, PTAP TSG101 blk 0%, Integrin act MD -40%, MBNL1-CUG inh -1%, Mito fusion yeast 13% and A-T KAP1 phos -4%.
COCCn1c(SCC(=O)NC(C)c2ccccc2)nc2ccccc21 (stereo not drawn) was read as ASM inhibitor -2%, TCR act 7%, TSHR antag 22, CXXC DNA block -6%, Menin MLL FP TR inconclusive, PTAP TSG101 blk -2%, Integrin act MD 4%, MBNL1-CUG inh -12%, Mito fusion yeast 7% and A-T KAP1 phos 2%.
For Cc1ccc(S(=O)(=O)N2CCC(C(=O)OCc3ccc([N+](=O)[O-])cc3)CC2)cc1 the results were ASM inhibitor 2%, TCR act -2%[46.1 µM], TSHR antag 8, CXXC DNA block 2%, Menin MLL FP TR -1%, PTAP TSG101 blk -1%, Integrin act MD 5%, MBNL1-CUG inh 2%, Mito fusion yeast 11% and A-T KAP1 phos -5%.
Screening CCn1cc(C(=O)N2CCCC(C(=O)c3ccc4ccccc4c3)C2)cn1 (stereo not drawn) returned ASM inhibitor -2%, TCR act -14%, TSHR antag 16, CXXC DNA block 24%, Menin MLL FP TR -7%, Integrin act MD -11%, MBNL1-CUG inh inconclusive, Mito fusion yeast 3% and A-T KAP1 phos -3%.
Cc1c(NC(=O)c2cc(Br)ccc2Cl)cccc1-n1cnnn1 was read as ASM inhibitor 0%, TCR act -6%, PTAP TSG101 blk -4%, Integrin act MD 25% and A-T KAP1 phos inconclusive.
Screening NNC(=O)C1CCCn2c1nc1sc3c(c1c2=O)CCCC3 (stereo not drawn) returned ASM inhibitor -3%, TCR act -1%, TSHR antag -10, CXXC DNA block -8%, Menin MLL FP TR -2%, PTAP TSG101 blk -1%, Integrin act MD -20%, MBNL1-CUG inh -6% and Mito fusion yeast 2%.
For CC(C)(C)C(O)(CC#CCN1CCCC1)c1ccccc1 (stereo not drawn) the results were ASM inhibitor 2%, TCR act 8%, TSHR antag -1, CXXC DNA block -6%, Menin MLL FP TR -16%, PTAP TSG101 blk -6%, Integrin act MD -16%, MBNL1-CUG inh -1%, Mito fusion yeast -16% and A-T KAP1 phos -4%.
`CCCSc1nnc(-c2ccccc2N)c(=O)[nH]1` gave ASM inhibitor 1%, TSHR antag -8, CXXC DNA block -5%, Menin MLL FP TR inconclusive, PTAP TSG101 blk -7%, Integrin act MD -10%, MBNL1-CUG inh inconclusive, Mito fusion yeast -2% and A-T KAP1 phos -6%.

Only part of the results is shown; the hit share may differ from the screen's.
